Lipid storage S3: qHTS Assay for Lipid Storage Modulators in Drosophila S3 Cells; lipid storage change, negative = inhibition, % at the top dose, mostly 46.1 µM; hits show Potency in µM; 320,000 compounds, 0.64% hits; Drosophila S3 cells, BODIPY lipid droplet fluorescence, 18-24 h; cells fed with added oleic acid; active = well fitted inhibition curve with a large enough effect in the signal ratio, with a control signal flat, not every such curve was filed as active; inconclusive = small, poorly fitted or top-dose-only effect, or effect the other way, or a change in a side signal; the % refers to the signal ratio
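Laser-scanning cytometry quantifies lipid droplet accumulation (500–530 nm total intensity; droplet/cell object ratio) in oleic acid-fed (400 uM added) Drosophila S3 cells treated with a concentration series. 20 uM Triacsin C defined 100% inhibition.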
Lipid storage S3 cell count max: further read-out of Lipid storage S3, marked with its call; cell number change, %; measured here: cell count max response;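 cells counted by Cell Tracker Red CMTPX staining in the red channel; peak over a dose series mostly up to 46.1 µM; percent activity relative to internal control wells on each plate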
* marks the source's active call; other numbers are inactive results; i = inactive; ? = inconclusive; . = no result given; [ ] = remark or other dose. % is scaled to controls: 0 for no effect and ±100 for the full control effect; potency is read from the fitted curve at half-maximal effect. Not all compounds are listed; count on the stated rates, not on these rows.

The line under a structure holds: Lipid storage S3 | Lipid storage S3 cell count max
- O=C(Nc1cccc(NC(=O)C2C3CC4OC(=O)C2C4C3)c1)c1ccccc1 (stereo not drawn)
 : ? | .
- COc1ccc2cc(-c3cc(C(=O)OCC(=O)NC4CCS(=O)(=O)C4)c4ccccc4n3)ccc2c1 (stereo not drawn)
 : ? | .
- Cc1c(C(c2ccc([N+](=O)[O-])cc2)c2c(C)n(C)n(-c3ccccc3)c2=O)c(=O)n(-c2ccccc2)n1C
 : -25% | -16
- Cc1cccc(N2CCN(C(=O)Cc3ccc(-n4c(=O)[nH]c5ccsc5c4=O)cc3)CC2)c1C
 : 7% | -1
- CCCc1cc2c(=O)c(-c3ccccn3)coc2cc1OC
 : ? | .
- COC(=O)c1c(NC(=O)c2c(OC)cccc2OC)sc2c1C(C(=O)OC)CC2 (stereo not drawn)
 : 2% | 7
- CC(NC(=O)c1ccc(F)cc1)C(c1cccs1)N1CCN(C)CC1 (stereo not drawn)
 : ? | .
- O=C(NC1CCCCCC1)C1CCCN(S(=O)(=O)c2cnc[nH]2)C1 (stereo not drawn)
 : ? | .
- C[C@@H]1CN(C2CCN(Cc3nc(CC4CC4)no3)CC2)C[C@H](C)O1
 : 3% | 11
- COc1cc(/C=C2\C(=N)N3N=C(S(=O)(=O)CC(C)C)SC3=NC2=O)ccc1OC(=O)c1ccco1
 : ? | .
- COc1cc(/C=C2/C(=N)N3C(=NC2=O)SN=C3S(C)(=O)=O)ccc1OS(=O)(=O)c1ccc(C)cc1
 : ? | .
- Cc1ccc(S(=O)(=O)Nc2c(C(=O)O)[nH]c3ccccc23)c(C)c1
 : i | .
- O=C(COC(=O)c1n[nH]c2ccccc12)Nc1ccc(Cl)cc1[N+](=O)[O-]
 : ? | .
- CC(C)NC(=O)C1CC(=O)N(c2ccc(F)c(Cl)c2)C1 (stereo not drawn)
 : 25% | 18
- Cc1c(CC(=O)O)c(=O)oc2cc3occ(-c4ccccc4)c3cc12
 : 2% | 3
- CC(C)c1ccc(/C=C2\SC(=O)N(CC(=O)NCCCn3ccnc3)C2=O)cc1
 : ? | .
- O=C1CCCC/C1=C\Nc1ccc(O)cc1
 : i | .
- Cc1ccc(-c2nnc(N3CCN(C(=O)COc4cccc(C)c4)CC3)c3ccccc23)cc1
 : -2% | 10
- COc1ccc(N/C=C2\CCOC2=O)cc1
 : ? | .
- CCN(CC(=O)NCc1ccc(F)cc1)C(=O)c1cccnc1SC
 : 23% | 23

Full records as entered above.
Cc1c(C(c2ccc([N+](=O)[O-])cc2)c2c(C)n(C)n(-c3ccccc3)c2=O)c(=O)n(-c2ccccc2)n1C reads Lipid storage S3 = -25%; Lipid storage S3 cell count max = -16
C[C@@H]1CN(C2CCN(Cc3nc(CC4CC4)no3)CC2)C[C@H](C)O1 reads Lipid storage S3 = 3%; Lipid storage S3 cell count max = 11

(next part)
The line under a structure holds: Lipid storage S3 | Lipid storage S3 cell count max
- COCC(C)NC(=O)CCSc1nc(-c2ccc(OC)cc2)cc(C(F)(F)F)n1 (stereo not drawn)
 : -5% | -8
- COc1ccc(CCNC(=O)C(=O)NCCC2CCCCN2S(=O)(=O)c2ccccc2)cc1 (stereo not drawn)
 : -28%[0.0737 µM] | .
- O=C1NC2(CCCCCC2)N=C1c1ccc(Br)cc1
 : 2% | -14
- CCOC(=O)C(=CNc1ccc(NC2=NCC(C)(C)S2)cc1)C(=O)OCC
 : ? | .
- Cc1cc2c(c(N)n1)c(=O)oc1ccccc12
 : 14% | -4
- O=C(c1ccc(NS(=O)(=O)c2ccccc2)cc1)N1CCCC1
 : i | 10
- Cc1ccc(CNC(=O)C2CCC(=O)N(CCc3ccc(Cl)cc3)C2)s1 (stereo not drawn)
 : ? | .
- O=C(Nc1nc(NC(=O)c2ccco2)n(-c2ccccc2)n1)c1ccccc1
 : ? | .
- O=C1OCc2cc(-n3cccc3)ccc21
 : 6% | -2
- CC1=C(C(=O)N2CCCC(C(=O)c3cccc(C(F)(F)F)c3)C2)OCCO1 (stereo not drawn)
 : ? | .
- O=C(Cc1c(C(=O)O)[nH]c2ccccc12)Nc1ccc2c(c1)OCO2
 : 7% | 8
- C=CCSc1nnc(NC(=O)c2ccc(S(=O)(=O)NCC3CCCO3)cc2)s1 (stereo not drawn)
 : i | -3
- COC(=O)C1=C(C(=O)OC)SC(=C2C(=S)C(C)(C)N(C(=O)CC(C)C)c3ccccc32)S1
 : ? | .
- O=C1C2C3C=CC(CO)(O3)C2C(=O)N1c1ccc(-c2ccccc2)cc1 (stereo not drawn)
 : ? | .
- Cc1cc2nc(-c3ccc(SCC(=O)Nc4nccs4)nc3)[nH]c2cc1C
 : ? | .
- Cc1ccc(-c2cc(-c3cccc(F)c3)n[nH]2)c(O)c1
 : ? | .
- CCCCNC(=O)/C(C#N)=C/c1ccc2c(c1)OCCO2
 : ? | .
- COc1cccc(NS(=O)(=O)c2cc3c(cc2C)N(C(C)=O)CCO3)c1
 : ? | .
- C[C@H](NC(=O)c1nc[nH]c1C(=O)NCCCCCN)C(=O)OCc1ccccc1
 : ? | .
- O=C(Nc1ccc(S(=O)(=O)Nc2ncccn2)cc1)C1=NN(c2ccccc2)C(=O)CC1
 : 6% | 5
- CCOc1ccc(Cl)cc1CNCCNCC(C)O (stereo not drawn)
 : 12% | 25
- CCN(CC)C(=O)CSc1nc2ccccc2c(=O)n1CCC(=O)NCc1ccc(F)cc1
 : ? | .
- Cc1nc(NC(=O)c2oc3ccccc3c2C)sc1C(=O)N(C)C
 : -9% | .
- O=C(CCC(=O)N1CCOc2ccccc21)NCCN1CCOCC1
 : 5% | -7
- CCNC(=S)N/N=C/c1ccc(OCC(=O)Nc2ccc(OC)cc2)c(OC)c1
 : ? | .
- CC(C)(C)OC(=O)NCCc1nnc(SCC(N)=O)o1
 : ? | .
- O=C(O)CCN1C(=O)c2ccc(NC(=O)C(c3ccccc3)c3ccccc3)cc2C1=O
 : ? | .
- COc1ccc(-c2cn[nH]c2-c2ccc(O)cc2O)cc1
 : i | 3
- O=C(Nc1ccc2c(c1)OCCO2)c1ccc(S(=O)(=O)N2CCCCC2)cc1
 : ? | .
- CCn1cc(C(=O)OCC(=O)c2cc(C)n(-c3ccccc3F)c2C)c(=O)c2ccc(C)nc21
 : -1% | .
- CC(=O)c1cc(C(=O)Nc2ccccc2C(=O)O)oc1C
 : -8% | -6
- Cc1c(C)n(C)c2ccc(C(=O)NCCCN3CCCCC3)cc12
 : -10% | 2
- CCN(CCO)c1nc(N2CCCCC2)c2cnn(C)c2n1
 : ? | .
- COc1ccc(NC(=O)c2cccc(Cn3cc(Br)c([N+](=O)[O-])n3)c2)c(C)c1
 : i | -7
- CCN(CC)C(=O)CSc1nc2ccccc2o1
 : ? | .
- C=CCn1c(CCC(O)COCCCCC)n[nH]c1=S (stereo not drawn)
 : ? | .
- COCC(O)CSc1nc(C)[nH]c1[N+](=O)[O-] (stereo not drawn)
 : ? | .
- O=C(NCCN1CCOCC1)c1nn2c(c1Cl)NC(c1ccccc1)CC2C(F)(F)F (stereo not drawn)
 : -1% | -10
- CC(NC(=O)C1CCCN1S(=O)(=O)c1cccc2cccnc12)c1ccccc1 (stereo not drawn)
 : ? | .
- Cc1ccc(N2C(=O)NC(NC(=O)c3ccc(Cl)cc3)(C(F)(F)F)C2=O)cc1 (stereo not drawn)
 : ? | .
- Cc1ccsc1/C=C/c1n[nH]c(=O)c(C#N)c1C
 : i | 22
- COc1ccc(N(C(=O)c2snc(C(N)=O)c2N)C(C(=O)NCC2CCCO2)c2ccc3ncccc3c2)cc1OC (stereo not drawn)
 : ? | .
- O=C(COC(=O)[C@H](Cc1ccccc1)N1C(=O)c2ccccc2C1=O)Nc1ccc2c(c1)OCO2
 : -8% | 4
- CCCCc1cc(=O)oc2cc(C)cc(OC(C)C(=O)NCC3CCC(C(=O)O)CC3)c12 (stereo not drawn)
 : -18% | -10
- COc1ccc(Cl)cc1NC(=O)CSc1nnc(COc2ccccc2)n1C
 : ? | .
- Cc1ccc(C(=O)N/C(=C\c2cccnc2)c2nc3ccccc3[nH]2)cc1
 : 19% | -2
- Cc1ccc(NC(=O)c2cc(S(=O)(=O)N3CCOCC3)ccc2F)c(C)c1
 : ? | .
- CC(C)[C@H](NC(N)=O)C(=O)NNC(=O)COc1cccc(C(F)(F)F)c1
 : 6% | 18
- Cc1cc(Cl)nc(-n2nc(C)cc2C)n1
 : -12% | -7
- CCOC(=O)c1[nH]c(=O)c2ccccc2c1O
 : -9% | -13
- COC(=O)CCCn1c(C)cc(C(=O)CCl)c1C
 : ? | .
- COc1ccc(C(=O)N/N=C2\CCS(=O)(=O)c3ccc(F)cc32)cc1OC
 : 6% | -5
- Cc1cc(N2CCN(c3ccccc3F)CC2)nc2cc(O)ccc12
 : ? | .
- O=C(COc1coc(CN2CCc3ccccc32)cc1=O)Nc1cccc(F)c1
 : ? | .
- Cc1ccc(S(=O)(=O)c2cn(C)c3cc(N4CCOCC4)c(F)cc3c2=O)cc1
 : i | 4
- C=CCC(NCc1ccccc1)c1ccc(Cl)cc1 (stereo not drawn)
 : ? | .
- CCOc1ccc(N(CC(=O)Nc2ccc(OC)cc2)C2=NC3CS(=O)(=O)CC3S2)cc1 (stereo not drawn)
 : ? | .
- O=C(CSc1nncs1)NC(=O)Nc1ccc2c(c1)OCCO2
 : 2% | 15
- COCCNC(=O)NC(=O)CSc1nc(C)c(C)c(C)n1
 : ? | .
- CC(C)N1CCN(Cc2cccn2-c2ccccn2)CC1CCO (stereo not drawn)
 : -5% | 1

(next part)
The line under a structure holds: Lipid storage S3 | Lipid storage S3 cell count max
- CC1(C(=O)OCc2cc(=O)n3cc(Br)ccc3n2)CC1(Cl)Cl (stereo not drawn)
 : 28% | 20
- CCCCN(C(=O)CSc1nnnn1C)c1c(N)n(Cc2ccccc2)c(=O)[nH]c1=O
 : -15% | -1
- Clc1ccsc1-c1ccnc(-n2cccc2)n1
 : ? | .
- CCn1c(CCCOc2ccc(Cl)cc2Cl)nnc1SCC(=O)Nc1cc(F)ccc1C
 : ? | .
- O=C(CN1C(=O)COc2ccccc21)N1CCc2ccccc2C1
 : -3% | -17
- Cc1ccc(C)c(NC(=S)N2CCC(NC(=O)c3ccccc3)CC2)c1
 : ? | .
- O=C(CCCC1=NS(=O)(=O)c2ccccc2N1)N1CCN(c2ccc([N+](=O)[O-])cc2)CC1
 : ? | .
- CCc1ccccc1NC(=O)CCC(=O)c1cccs1
 : -9% | 15
- CC(OC(=O)Cn1cnc2ccccc2c1=O)C(=O)NCc1ccccc1 (stereo not drawn)
 : ? | .
- O=C(O)CC(NC(=O)Cc1ccc([N+](=O)[O-])cc1)c1ccc2c(c1)OCO2 (stereo not drawn)
 : -11% | -13
- Cc1cccc(C(=O)N2CCN=C2SCc2ccc([N+](=O)[O-])cc2)c1
 : ? | .
- O=C(CCCn1c(=O)[nH]c2cc(Cl)ccc2c1=O)NCC1CCCO1 (stereo not drawn)
 : -4% | -2
- Cc1ccc(NC(=O)c2cc(N3C(=O)CCC3=O)ccc2N2CCOCC2)cc1
 : ? | .
- Cc1cc(C)c2c(=O)[nH]c(SCC(=O)Nc3ccccc3)nc2n1
 : ? | .
- CC(=O)Nc1ccc(S(=O)(=O)N2CCC(C(=O)NCc3ccncc3)CC2)cc1
 : 3% | .
- Cc1ccc(S(=O)(=O)N2CCN(CCC#N)CC2)cc1
 : ? | .
- Fc1ccc(-n2cnnn2)c(F)c1
 : ? | .
- Cc1ccc(-c2ccc(=O)n(CC(=O)Nc3ccc4c(c3)OCCO4)n2)cc1
 : 19% | 29
- Cc1ccc(C(=O)/C=C/c2ccc3c(c2)OCCO3)c(O)c1
 : 10% | -2
- CCN(c1ccc(OC)cc1)S(=O)(=O)c1nnc(NC(=O)COc2ccc(C)cc2)s1
 : i | -22

Individual results from the results shown:
`O=C(O)CC(NC(=O)Cc1ccc([N+](=O)[O-])cc1)c1ccc2c(c1)OCO2` (stereo not drawn) | Lipid storage S3: -11%
`CCN(c1ccc(OC)cc1)S(=O)(=O)c1nnc(NC(=O)COc2ccc(C)cc2)s1` | Lipid storage S3 cell count max: -22

Carrying on:
The line under a structure holds: Lipid storage S3 | Lipid storage S3 cell count max
- Cc1ccc(CCNC(=O)CCNS(=O)(=O)c2ccc3c(c2)oc(=O)n3C)cc1
 : 9% | 1
- CCN(CC)C(=O)N1CCC(NC(=O)Cc2ccccc2)CC1
 : ? | .
- COc1ccc2cc(CCNS(=O)(=O)c3c(C)cc(C)cc3C)c(=O)[nH]c2c1
 : ? | .
- Oc1ccc(NCc2cccc(OCc3ccccc3)c2)cc1
 : ? | .
- CCOCCOC(=O)c1cccc2c1-c1ccccc1C2=O
 : 16% | 12
- O=C(Nc1ccccc1C(=O)N1CCOCC1)C1CC(=O)N(c2ccc(F)cc2)C1 (stereo not drawn)
 : -20% | 0
- O=C(CCl)N(c1ccccc1)C1CCCCC1
 : ? | .
- CC(C)C(NC(=O)c1ccc2c(c1)OCCO2)c1nc2ccccc2[nH]1 (stereo not drawn)
 : ? | .
- CC(C)(C)n1nnnc1C(c1ccc(Cl)cc1)N(Cc1cccnc1)Cc1ccco1 (stereo not drawn)
 : ? | .
- COc1cccc(C(=O)NCC2CCCN(C(=O)c3ccc(C=O)cc3)C2)c1OC (stereo not drawn)
 : ? | .
- Cc1ccc(C)c(-n2c(Cc3cccs3)n[nH]c2=S)c1
 : 10% | 1
- CC(C)c1c(C(=O)N/N=C/c2cccs2)nnn1-c1nonc1N
 : -5% | 8
- COCC(=O)Nc1c(C(=O)Nc2ccc3c(c2)OCCO3)oc2ccccc12
 : ? | .
- OCCc1c[nH]c2ccc(OCc3ccccc3)cc12
 : ? | .
- CCOc1ccc(N2C(=O)CNC2=S)cc1
 : ? | .
